mHTT-CaM PPI inh – inhibitors of human mutant huntingtin-calmodulin interaction; AlphaScreen His-mHTT/GST-CaM binding, luminescence; inhibition, % at 15 µM; AID 1671202; P42858; 190,000 compounds, 3.6% hits;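 also: 0% = both proteins with DMSO and 100% = one protein alone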
Target sequence (P42858 whole entry, looked up, stated change not applied): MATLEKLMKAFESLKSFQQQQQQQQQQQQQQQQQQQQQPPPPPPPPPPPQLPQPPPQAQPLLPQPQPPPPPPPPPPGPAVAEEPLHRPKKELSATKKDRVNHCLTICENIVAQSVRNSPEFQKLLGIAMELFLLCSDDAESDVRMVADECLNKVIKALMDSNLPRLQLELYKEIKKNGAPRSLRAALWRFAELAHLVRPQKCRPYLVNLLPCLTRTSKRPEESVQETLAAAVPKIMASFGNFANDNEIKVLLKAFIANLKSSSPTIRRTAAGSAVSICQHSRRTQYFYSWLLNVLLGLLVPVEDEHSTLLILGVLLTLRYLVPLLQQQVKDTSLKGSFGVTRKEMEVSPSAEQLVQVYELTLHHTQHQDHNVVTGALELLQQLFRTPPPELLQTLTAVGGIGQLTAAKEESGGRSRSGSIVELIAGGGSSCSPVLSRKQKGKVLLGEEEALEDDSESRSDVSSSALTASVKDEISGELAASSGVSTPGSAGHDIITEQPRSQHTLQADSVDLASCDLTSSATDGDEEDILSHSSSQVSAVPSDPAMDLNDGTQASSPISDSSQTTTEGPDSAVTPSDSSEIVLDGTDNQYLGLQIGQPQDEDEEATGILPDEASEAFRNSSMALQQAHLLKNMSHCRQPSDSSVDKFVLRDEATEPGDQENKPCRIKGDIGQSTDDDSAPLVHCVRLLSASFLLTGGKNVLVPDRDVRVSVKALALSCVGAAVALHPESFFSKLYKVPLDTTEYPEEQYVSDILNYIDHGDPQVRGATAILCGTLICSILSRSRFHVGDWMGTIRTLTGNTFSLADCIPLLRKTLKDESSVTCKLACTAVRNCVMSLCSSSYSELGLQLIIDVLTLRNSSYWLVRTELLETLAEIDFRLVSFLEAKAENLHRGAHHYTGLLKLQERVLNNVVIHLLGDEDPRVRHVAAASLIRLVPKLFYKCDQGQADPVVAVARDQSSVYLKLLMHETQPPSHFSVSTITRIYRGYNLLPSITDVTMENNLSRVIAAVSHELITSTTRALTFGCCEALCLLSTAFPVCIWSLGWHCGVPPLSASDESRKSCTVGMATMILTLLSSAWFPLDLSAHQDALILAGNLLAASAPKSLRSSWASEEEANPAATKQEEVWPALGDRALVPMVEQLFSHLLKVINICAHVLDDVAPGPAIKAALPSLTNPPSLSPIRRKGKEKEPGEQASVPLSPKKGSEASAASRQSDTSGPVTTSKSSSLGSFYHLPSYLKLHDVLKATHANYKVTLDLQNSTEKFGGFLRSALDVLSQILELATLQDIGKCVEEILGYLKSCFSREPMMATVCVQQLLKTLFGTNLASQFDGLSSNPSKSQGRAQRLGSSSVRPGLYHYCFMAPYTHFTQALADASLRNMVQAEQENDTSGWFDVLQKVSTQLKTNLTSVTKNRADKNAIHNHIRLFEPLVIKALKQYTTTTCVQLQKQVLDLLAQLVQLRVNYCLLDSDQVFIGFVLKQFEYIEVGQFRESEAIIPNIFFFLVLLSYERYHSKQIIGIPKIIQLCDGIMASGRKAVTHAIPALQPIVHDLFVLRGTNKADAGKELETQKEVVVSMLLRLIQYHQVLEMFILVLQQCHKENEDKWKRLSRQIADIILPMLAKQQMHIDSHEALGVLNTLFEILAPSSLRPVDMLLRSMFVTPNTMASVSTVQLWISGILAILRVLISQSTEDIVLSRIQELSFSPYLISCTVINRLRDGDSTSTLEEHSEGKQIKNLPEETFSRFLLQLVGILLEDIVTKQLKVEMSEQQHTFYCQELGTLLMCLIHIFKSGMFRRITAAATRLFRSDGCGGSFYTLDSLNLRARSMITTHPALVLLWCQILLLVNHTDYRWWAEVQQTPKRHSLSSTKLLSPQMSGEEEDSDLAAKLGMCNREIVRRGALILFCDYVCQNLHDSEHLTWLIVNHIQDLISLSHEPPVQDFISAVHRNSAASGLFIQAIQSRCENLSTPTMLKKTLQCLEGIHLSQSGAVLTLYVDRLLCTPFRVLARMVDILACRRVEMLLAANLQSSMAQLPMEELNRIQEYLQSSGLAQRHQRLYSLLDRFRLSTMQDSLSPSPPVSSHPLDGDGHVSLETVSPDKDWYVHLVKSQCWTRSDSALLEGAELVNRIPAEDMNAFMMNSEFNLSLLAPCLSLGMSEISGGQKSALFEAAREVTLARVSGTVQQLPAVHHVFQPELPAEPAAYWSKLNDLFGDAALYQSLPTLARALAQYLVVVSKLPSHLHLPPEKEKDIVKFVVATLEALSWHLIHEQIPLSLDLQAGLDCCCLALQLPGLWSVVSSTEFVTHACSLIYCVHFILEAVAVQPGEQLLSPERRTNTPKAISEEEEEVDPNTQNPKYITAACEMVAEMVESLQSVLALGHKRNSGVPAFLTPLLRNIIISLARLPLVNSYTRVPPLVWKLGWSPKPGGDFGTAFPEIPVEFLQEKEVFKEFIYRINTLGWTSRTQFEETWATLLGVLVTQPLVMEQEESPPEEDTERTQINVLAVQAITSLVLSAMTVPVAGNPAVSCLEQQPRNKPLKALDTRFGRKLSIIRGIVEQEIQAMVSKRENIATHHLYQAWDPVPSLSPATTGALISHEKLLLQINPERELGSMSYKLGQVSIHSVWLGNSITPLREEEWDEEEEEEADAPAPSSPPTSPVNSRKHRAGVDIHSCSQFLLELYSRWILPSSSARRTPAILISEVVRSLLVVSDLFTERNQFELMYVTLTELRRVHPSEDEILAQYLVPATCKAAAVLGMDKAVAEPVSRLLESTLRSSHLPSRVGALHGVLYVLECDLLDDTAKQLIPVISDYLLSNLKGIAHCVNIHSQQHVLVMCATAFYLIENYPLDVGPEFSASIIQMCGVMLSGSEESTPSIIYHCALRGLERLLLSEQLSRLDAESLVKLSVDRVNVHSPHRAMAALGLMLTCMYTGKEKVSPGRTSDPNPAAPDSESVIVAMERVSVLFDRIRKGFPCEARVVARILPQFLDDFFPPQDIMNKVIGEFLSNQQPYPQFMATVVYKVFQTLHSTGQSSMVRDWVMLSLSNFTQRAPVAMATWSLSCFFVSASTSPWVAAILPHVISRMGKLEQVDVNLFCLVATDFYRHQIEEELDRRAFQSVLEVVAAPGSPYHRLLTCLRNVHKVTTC
Pf apPOL block – Pf-apPOL DNA polymerase inhibition | Recombinant Pf-apPOL, molecular beacon fluorescence, 1.5 h | inhibition, % at 10 µM | 210,000 compounds, 0.25% hits | AID 1794808
Active calls of the source: *; i = inactive; x = not tested or not shown; & = joins results of further samples. Rule as the data show it: active = inhibition above about 50%; inactive = the rest.

SMILES	mHTT-CaM PPI inh	Pf apPOL block
O=C(O)C1C2C=CC3(CN(Cc4cccnc4)C(=O)C13)O2 (stereo not drawn)	-6&-2	3&32
CCOC(=O)c1cc(C#N)c(Sc2n[nH]c(C(F)(F)F)n2)nc1C(F)(F)F	x	-4
CCCCCCc1ccc(N2C[C@H](Cc3ccccc3)[C@@H](CC(=O)NCc3ccc(OC)cc3)C2=O)cc1	-2	-4
Cc1ccc(NC(=O)N2CCn3cccc3C2C(C)C)c(C)c1 (stereo not drawn)	6	-7
O=C(CC1CCN(S(=O)(=O)c2ccc(Cl)s2)CC1)NCc1ccccc1	-12	0
CC(=O)Nc1ccc(S(=O)(=O)NCCSC2CCCCC2)cc1	2	0
COc1cc(CNC(=O)c2cc3c(s2)CN(C(C)C)C3)cc(OC)c1	-5	-2
COc1ccc(C(O)Cc2nc3ccccc3n2C)cc1 (stereo not drawn)	1	-6
CCN(CC)CCNC(=O)c1sc2ncn(Cc3ccccc3F)c(=O)c2c1C	2	-16
CO/N=C(/c1nonc1N)N1CCN(c2ccc([N+](=O)[O-])cc2)CC1	i	0
CCN1CCC2(CC1)N=C(c1ccccc1)CC(c1cc(Cl)ccc1O)N2 (stereo not drawn)	47	-1
O=C(O)CC1=C(Nc2ccccc2)C(=O)N(c2ccccc2)C1c1ccccc1 (stereo not drawn)	18	3
CC1=C(C(=O)Nc2ccc(C)cn2)C(c2cccnc2)C2=C(CCCC2=O)N1 (stereo not drawn)	-2	-2
CC(C)Nc1ncnc2c1cnn2-c1ccccc1	2	-8
O=C(NC1CC2CC1CN2C(=O)CSc1ccccc1)c1cccs1 (stereo not drawn)	5	4
O=S(=O)(CS(=O)(=O)Oc1cc(Cl)cc(Cl)c1)Oc1cc(Cl)cc(Cl)c1	x	-10
COc1ccc(C2=NOC(C(=O)NCCc3ccc(OC)c(OC)c3)C2)cc1 (stereo not drawn)	-3	-2
O=C(CN(c1ccc(F)cc1)S(=O)(=O)c1ccc2c(c1)OCCO2)NC1CCCCC1	0	-8
Cc1noc(C)c1CC(=O)NCc1cccnc1Oc1ccccc1	-6	1
CCOC(=O)CNC(=O)C1CN(C(=O)c2cc(C)on2)C1	-11	-10
Cc1cc(C)c(C(=O)Nc2ccc(OC(C)C)cc2)c(C)c1	-2	-4
COc1ccc(C(=O)N2CC(C(=O)O)CCC2c2ccccc2)cc1 (stereo not drawn)	-6	-2
Fc1cccc(-c2noc(-c3cc(N4CCOCC4)nc4ccccc34)n2)c1	-17	-3
Cc1cc(C)nc(N=C(N)N2CCC(C(N)=O)CC2)n1	-4	-10
COc1ccc2oc(=O)c(-c3csc(N(C(C)=O)c4cccc(C)c4)n3)cc2c1	0	-1
COc1ccc(OCC(=O)N2CCC(Nc3cccnc3)C2)cc1 (stereo not drawn)	4	-4
O=C(CSc1nc2[nH]ncc2c(=O)n1-c1ccccc1)Nc1ccc(C(F)(F)F)cc1	37	-5
Cc1cc(-n2ccnc(SCC(=O)NCCC(C)C)c2=O)ccc1Br	0	15
COc1ccc(NC(=O)C(N)=O)c(OC)c1	5	0
CC(=O)c1ccc(N2C(=O)c3ccc(-c4nc5ccccc5c(=O)o4)cc3C2=O)cc1	2	1
CCC(=O)Nc1ccc(N2CCN(c3ccccc3)C2=O)nc1	-7	-3
CCOC(=O)C(=CNc1ccsc1)C(=O)OCC	x	7
O=C1OC(c2ccccc2)=N/C1=C/c1cccc(Cl)c1Cl	-1	7
Cc1ccc(C(=O)N2CCN(c3nc(CN4CCC(C)CC4)cs3)CC2)cc1	7	-3
O=C(CCSc1ccccc1)N1CCC(Cn2cccn2)CC1	-9	-9
COc1cccc(C2C(C(=O)Nc3cccnc3)=C(C)Nc3nnnn32)c1OC (stereo not drawn)	-6	-6
Cc1noc(C)c1C1CCCN1Cc1cc(Br)ccc1F (stereo not drawn)	-46	-9
O=C(NCCn1ncccc1=O)C1(c2cccs2)CCCC1	-16	-10
O=C(O)c1cccc(NC(=O)c2ccco2)c1	-5	-3
Cc1cccc(NC(=O)c2ccccc2Cl)c1C	-9	4
CCCc1nnsc1C(=O)NC1CC(O)C(CO)C1 (stereo not drawn)	-1	1
CCCS(=O)(=O)N1CC(C)C(c2nc(-c3ccccc3)no2)C1 (stereo not drawn)	-6	5
O=C(N1CCC(CSc2ccccn2)CC1)C12CC3CC(CC(C3)C1)C2	-20	-5
CCOc1cc(C(=O)Nc2ccccc2OC)cc(OCC)c1OCC	-12	0
N#CC(N=Cc1ccccc1)=C(C#N)NCc1ccccc1Sc1ccc(Cl)cc1	x	10
Cc1nn(Cc2nnc(Nc3cccc(Cl)c3)s2)c(C)c1Cl	-2	-5
CCn1c(=N)c(S(=O)(=O)c2ccccc2)cc2c(=O)n3cccc(C)c3nc21	3	-8
O=S(=O)(CCc1ccccc1)n1cnc2ccccc21	-9	-4
CC(C)CCC1(CCC(=O)O)CCOC1=O (stereo not drawn)	-6	x
COc1ccc(-c2ccc(-c3cc(=O)oc4cc(OC)c(OC)c(OC)c34)cc2)cc1	-10	-6
COc1cccc(C(=O)NCCCn2cccc2)c1	0	-8
O=C(NCc1cccc(Cl)c1)C1CCN(c2ccc(N3CCCCC3)nn2)CC1	38	-5
CCN1CCN(CCNC(=O)C2CCN(Cc3cn(C)c4ccc(Cl)cc34)CC2)CC1	8	-5
N/C(=N\OC(=O)Cc1ccccc1)c1cccnc1	i	1
COc1cccc(NC(=O)CCS(=O)(=O)c2ccc(Br)s2)c1	-6	-14
Cc1nc(SCC(=O)N2CCOCC2)c2cc(-c3ccccc3)sc2n1	1	-5
COC(=O)CN1N=C2c3ccccc3C(=O)c3cccc(c32)S1(=O)=O	-1	x
COc1ccc(Cl)cc1NC(=O)N1CCC2(CC1)Nc1cc(F)ccc1-n1cccc12	55*	-2
Cc1cc2ncn(C(=O)c3ccc([N+](=O)[O-])c(C)c3)c2cc1C	-2	-5
O=C(Nc1ccc2c(c1)OCCO2)c1ccc(Cl)cc1[N+](=O)[O-]	0	0
The list goes on.
SMILES	mHTT-CaM PPI inh	Pf apPOL block
O=C1OC(c2ccc([N+](=O)[O-])cc2)=N/C1=C\c1ccc(Cl)cc1Cl	4	-1
COc1ccc(C(=O)NCC2(O)CCCC2)cc1OC	-4	-3
CCCOc1ccc(/C=c2\sc3nc(-c4cccs4)nn3c2=O)cc1	17	-3
Cc1[nH]c(C(=O)N2CCC(CC(=O)NCCCN3CCCCC3)CC2)c(C)c1C	7	2
O=C(Cc1ccc(-n2c(=O)[nH]c3ccsc3c2=O)cc1)NCc1ccccc1Cl	7	-3
Cc1ccc(S(=O)(=O)Nc2cc(C)c(O)c(Cl)c2C(C)C)cc1	4	-5
Nc1cc(C2CCN(C(=O)Nc3cc(F)c(F)c(F)c3)CC2)no1	-8	-2
Cc1ccc([N+](=O)[O-])cc1NC(=O)Cc1cc(-c2ccc(F)cc2)on1	-2	-7
N/C(=N\OC(=O)c1ccc(Cl)c(Cl)c1)c1nonc1N	i	1
CSc1nc(N)n(-c2ncccc2C(F)(F)F)n1	x	-3&-4
O=C1C2CCCN2C(c2ccc(C(F)(F)F)cc2)N1c1ccc(Cl)cc1 (stereo not drawn)	11	-4
O=C(Nc1ccc(OCc2ccccc2)cc1)c1ccccc1	-5	1
Cc1nc(SCC(=O)c2ccc(F)c(F)c2)[nH]c(=O)c1Oc1ccc(Cl)cc1	x	0
CCCCOc1ccc(C(=O)Nc2c3c(nn2-c2cccc(Cl)c2)CS(=O)C3)cc1 (stereo not drawn)	29	1
COc1cc(OC)cc(C(=O)Oc2cc(C)c3c(c2)OC(=Cc2ccncc2)C3=O)c1	1	-2
COc1ccc(NC(=O)c2cc3cc(OC)ccc3oc2=Nc2ccc(C(=O)O)cc2)c(OC)c1	5	-7
CC(C)c1ccc(-n2ccnc(NC(=O)c3cccc(F)c3)c2=O)cc1	14	-3
COc1ccccc1N1CCN(CCCCN2C(=O)c3ccccc3C2=O)CC1	x	5
O=C1OC(c2ccc(-c3ccccc3)cc2)=N/C1=C\c1ccccc1	1	2
Cc1ccc(C)c(C2CC(c3ccc(F)cc3)=NN2C(=O)CN2CCOCC2)c1 (stereo not drawn)	50*	2

One compound at a time (already shown). Order of screens: mHTT-CaM PPI inh | Pf apPOL block
Cc1nn(Cc2nnc(Nc3cccc(Cl)c3)s2)c(C)c1Cl is listed with -2 | -5
Cc1ccc(C(=O)N2CCN(c3nc(CN4CCC(C)CC4)cs3)CC2)cc1 is listed with 7 | -3
CCN1CCC2(CC1)N=C(c1ccccc1)CC(c1cc(Cl)ccc1O)N2 (stereo not drawn) is listed with 47 | -1
COc1cccc(NC(=O)CCS(=O)(=O)c2ccc(Br)s2)c1 is listed with -6 | -14
COc1ccc(NC(=O)C(N)=O)c(OC)c1 is listed with 5 | 0

More records.
SMILES	mHTT-CaM PPI inh	Pf apPOL block
O=C(CSc1nnc(CNC(=O)c2c(F)cccc2Cl)o1)Nc1nc2ccccc2s1	1	-8
O=C(Nc1c(F)cccc1F)N(Cc1ccsc1)Cc1ccccn1	-13	-6
CC(C(=O)O)N1C(=O)C2C3c4ccccc4C(c4ccccc43)C2C1=O (stereo not drawn)	2	0
CCOc1ccccc1CNC(=O)CCSCc1ccccc1Cl	-28	-4
Clc1ccccc1C1=Nn2c(nnc2-c2ccccn2)SC1	9	x
CC(C)C[C@@H](CO)NS(=O)(=O)c1cc(Cl)ccc1F	-8	-1
CNC(=O)Cc1ccc(NC(=O)NC2CCCCC2)cc1	-16	2
CCOc1ccc(NC(=O)c2ccc(N3CCNC(c4ccccc4)C3)nc2)cc1 (stereo not drawn)	11	2
Cc1ncn(C23CC4CC(CC(C(=O)O)(C4)C2)C3)n1	-4	x
Cc1cc2[nH]c(C(=O)Nc3cc(F)ccc3F)c(CN3CCOCC3)c2s1	26	33
Cn1cc(Br)cc(Br)c1=O	1	-4
COc1ccc(-c2csc(NC(=O)c3cc4ccccc4oc3=O)n2)c(OC)c1	2	6
O=C(c1csc(N2CCN(c3ccc(Cl)cc3)CC2)n1)N1CCCCC1	10	-4
Cc1cccc(-c2cnc(N3CCC(C(=O)NC4CCCCC4)CC3)nc2)c1	-9	0
Cc1ccc(CN(c2ccc(C(=O)Nc3cccnc3)cc2)S(C)(=O)=O)cc1	8	4
CC(=O)N1CCc2cc(S(=O)(=O)Nc3ccccc3F)ccc21	10	0
COc1ccc(C2=CC(c3ccc(Br)o3)n3nnnc3N2)cc1 (stereo not drawn)	12	-7
CC(=O)N1CC(C(=O)N(C)Cc2ccccc2)CC(c2cccc(C)c2)C1 (stereo not drawn)	14	-5
CCC1(C)CC(CCN)(c2ccc(C)cc2)CCO1 (stereo not drawn)	0&6	3&17
CC(C)CN1CCN(C(=O)c2cc3c(n2C)CCN(Cc2cccc(F)c2)C3)CC1	12	-6
CC(=O)NC1=NN(C(C)=O)C(c2ccc(Br)cc2)S1 (stereo not drawn)	0	-4
CC(=O)Nc1c2c(nn1-c1cccc(C)c1C)CS(=O)C2 (stereo not drawn)	2	-2
COC(=O)C1CN(CC(C)C)CCS(=O)(=O)N1Cc1ccc(Cl)cc1 (stereo not drawn)	-15	-3
Cc1ccnc(SCCn2c(N3CCCCCC3)nc3c2c(=O)n(C)c(=O)n3C)n1	-1	1
COc1cc(OC)cc(C(C)(C)OC(=O)N2CCCC2C(=O)O)c1 (stereo not drawn)	x	-4
O=C(NCc1cccc(Cl)c1)C1CCN(c2cnn(Cc3ccccc3)c(=O)c2)CC1	25	0
Cc1sc(NC(=O)C(Sc2ccccc2)c2ccccc2)c(C#N)c1C (stereo not drawn)	-3	-3
O=C(Cc1ccc(Br)cc1)Nc1ccc(S(=O)(=O)c2ccc(Cl)nn2)cc1	13	-3
CS(=O)(=O)N1CCC(C(=O)Nc2nnc(SCc3ccccc3Cl)s2)CC1	-4	-3
Cn1nc(C(=O)NCc2ccccc2)c2c1CCN(C(=O)CC1CCCC1)C2	71*	-3
COc1cc(/C=C(\C#N)c2nc3ccccc3[nH]2)cc(OC)c1O	43	-1
CCCc1[nH]nc2c1C(c1ccc(C(F)(F)F)cc1)C(C#N)=C(N)O2 (stereo not drawn)	9	6
Nc1c(Br)cc(Br)c2nsnc12	-6	-1
CCOc1ccc(N(C(C)C(=O)N2CCN(c3ccccc3)CC2)S(C)(=O)=O)cc1 (stereo not drawn)	16	-4
CC(C)OCCCNC(=O)C1CCC(=O)N1Cc1ccc(F)cc1 (stereo not drawn)	-1	-16
Cc1cc2c(SCC(=O)N3CCCc4ccccc43)ncnc2s1	-9	-5
COc1cc(OC)c(OC)cc1CN1CCN(c2ccccn2)CC1	0	0
COc1cccc(-n2ccnc2SCc2nc(-c3ccccc3)no2)c1	13	-2
CCCCOc1ccc(C(=O)Nc2nnc(-c3ccncc3)o2)cc1	40	-37
CCOc1ccccc1NC(=O)CN(C)S(=O)(=O)c1ccc2[nH]c3c(c2c1)CCCC3	47	-1
S=c1oc(-c2ccco2)nn1CN1CCCCC1	-9	x
COC(=O)C(C#N)=C(C#N)c1ccc(Br)o1	x	76*

Individual results from above.
CC(=O)Nc1c2c(nn1-c1cccc(C)c1C)CS(=O)C2 (stereo not drawn) in mHTT-CaM PPI inh is entered as 2
COc1cccc(-n2ccnc2SCc2nc(-c3ccccc3)no2)c1 in Pf apPOL block is entered as -2

Molecules shown so far that contain a furan ring, fused or not (four):
SMILES	mHTT-CaM PPI inh	Pf apPOL block
O=C(O)c1cccc(NC(=O)c2ccco2)c1	-5	-3
COc1ccc(C2=CC(c3ccc(Br)o3)n3nnnc3N2)cc1 (stereo not drawn)	12	-7
S=c1oc(-c2ccco2)nn1CN1CCCCC1	-9	x
COC(=O)C(C#N)=C(C#N)c1ccc(Br)o1	x	76*

Retrieved by structure from above, two records:
SMILES	mHTT-CaM PPI inh	Pf apPOL block
CCCc1[nH]nc2c1C(c1ccc(C(F)(F)F)cc1)C(C#N)=C(N)O2 (stereo not drawn)	9	6
COc1cc(/C=C(\C#N)c2nc3ccccc3[nH]2)cc(OC)c1O	43	-1
